Shn3 3UTR inh – reduction of Shn3 3'UTR firefly luciferase signal, primary screen, Schnurri-3 inhibitor project, cell-based, Clone20 osteoblasts, set 2 | inhibition, % at 12.5 µM | 0.52% of 360,000 active | AID 588674, 2011 | Clone20 osteoblast Shn3 3'UTR firefly luciferase, 24 h;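 active = mean inhibition of at least 75% with every replicate also reaching 75%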;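 note: 0% = median of neutral control wells and 100% = pilot-screen positive control compound; some compounds past the cut are filed as inactive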
CaV13 ICDI inh – Primary screen for inhibitors of IQ motif and Ca2+-dependent inactivation inhibitor domain binding in CACNA1D, Förster resonance energy transfer in living cells, …; HEK cells, CFP/YFP FRET ICDI-IQ, plate reader, 10 min; percent FRET-ratio fall versus neutral wells; inhibition, % at 12.3 µM; 0.098% of 340,000 active;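 active = mean replicate inhibition of at least 30% and at least 1% of replicates passing that level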;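 note: 0% = median of the neutral control wells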
TRPM1 prom inh – inhibitors of MITF-dependent TRPM1 promoter reporter, primary screen, cell-based, SK-MEL-5, single point, luciferase; SK-MEL-5 TRPM1 promoter luciferase, 24 h; inhibition, % at 12.5 µM; 0.83% of 330,000 active; AID 488899, 2010;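 active = mean inhibition across replicates of 60% or more, whatever share of single replicates reaches that level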; note: values of inactives mirror those of a sister screen read the other way
PDI turbidity – inhibitors of human PDI, primary screen, biochemical, turbidity, single point, plate reader. PDI insulin aggregation turbidity, A650, 90 min. inhibition, % at 10 µM. 0.052% of 350,000 active. AID 588391, 2011;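 active = mean inhibition across replicates of 30% or more, whatever share of single replicates reach that level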;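 note: absorbance from insulin aggregation driven by PDI reduction with DTT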
Target sequence (P07237 whole entry, looked up): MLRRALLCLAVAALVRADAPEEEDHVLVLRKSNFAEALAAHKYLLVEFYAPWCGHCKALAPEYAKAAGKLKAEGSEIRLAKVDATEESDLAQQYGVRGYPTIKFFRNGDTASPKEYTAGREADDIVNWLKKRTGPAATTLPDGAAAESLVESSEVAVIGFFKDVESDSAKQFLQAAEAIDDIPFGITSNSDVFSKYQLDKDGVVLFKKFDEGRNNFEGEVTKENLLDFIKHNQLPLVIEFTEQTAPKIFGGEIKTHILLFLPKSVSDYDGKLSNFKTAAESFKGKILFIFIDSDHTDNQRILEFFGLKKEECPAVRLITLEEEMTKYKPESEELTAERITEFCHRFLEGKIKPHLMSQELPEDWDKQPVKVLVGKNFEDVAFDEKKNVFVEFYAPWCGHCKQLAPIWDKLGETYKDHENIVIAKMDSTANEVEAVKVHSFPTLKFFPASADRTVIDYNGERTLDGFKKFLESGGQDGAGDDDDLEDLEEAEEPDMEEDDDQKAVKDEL
NR2E3 ag-1 – NR2E3 agonists in two-hybrid cells, primary screen, cell-based, luminescence, CHO-S, Gal4-NCOR/VP16-NR2E3; Photoreceptor-specific nuclear receptor (Homo sapiens), Q9Y5X4; 0.35% of 360,000 active; AID 602229, 2012; luciferase; inhibition of corepressor binding, % at 3.98 µM;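 active = inhibition above the mean of all tested compounds plus 3 SD, cut at about 70% in these data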;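 note: 0% = DMSO with NR2E3 transfected cells and 100% = cells lacking NR2E3 construct; higher means lower luciferase signal from less NR2E3 corepressor binding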
Target sequence (Q9Y5X4 whole entry, looked up, the tested form may be a part): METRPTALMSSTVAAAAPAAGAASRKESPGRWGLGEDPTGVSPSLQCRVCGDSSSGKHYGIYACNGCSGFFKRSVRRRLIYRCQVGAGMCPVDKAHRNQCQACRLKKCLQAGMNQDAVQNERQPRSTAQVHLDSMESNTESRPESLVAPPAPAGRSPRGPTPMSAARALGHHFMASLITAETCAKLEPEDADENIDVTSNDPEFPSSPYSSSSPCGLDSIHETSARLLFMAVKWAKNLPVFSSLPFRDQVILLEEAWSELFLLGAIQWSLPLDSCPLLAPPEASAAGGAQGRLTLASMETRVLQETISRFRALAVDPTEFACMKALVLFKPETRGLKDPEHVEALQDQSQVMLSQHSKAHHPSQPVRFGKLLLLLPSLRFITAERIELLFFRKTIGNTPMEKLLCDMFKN
CF NFkB block – inhibitors of PAF-induced NF-kB signaling, primary screen, cell-based, GFP fluorescence, uHTS | inhibition, % at 5 µM | 0.86% of 360,000 active | KKLEB NF-kB-GFP reporter, GFP fluorescence overnight | AID 588850, 2011;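 active = at least 50% inhibition at 5 µM, scaled per plate between neutral and stimulator controls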;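 note: PAF is a Pseudomonas aeruginosa culture filtrate used as stimulus; plate controls were PAF-stimulated DMSO wells for no effect and unstimulated DMSO wells for full effect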
Vif imaging – HIV Vif self-association inhibitors, primary screen, imaging, HEK293T, single point; HEK293T cells, Vif self-association by quenched fluorescence, 24 h; inhibition, % at 7.49 µM; 0.35% of 340,000 active; AID 602346, 2012; in the data active = inhibition above about 50%, passing the limit was not always enough; note: some results filed as inactive read as strong as hits
Peg3 prom inh – Peg3 promoter-driven luciferase inhibitors, primary screen, cell-based, HeLa, luciferase luminescence; HeLa PEG-Prom luciferase reporter, overnight; inhibition, % at 20 µM; 1.7% of 360,000 active; AID 588405, 2011;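 active = inhibition of at least 50% at 20 µM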
KKLEB cytotox – cytotoxicity in KKLEB CF airway cells, primary screen, cytotoxicity control for CF NF-kB inhibitor project, cell-based, uHTS, fluorescence assay plates; activity change (cytotoxicity), % at 5 µM; AID 602141, 2011; 0.36% of 360,000 active; KKLEB CF airway cells viability, ATPlite luminescence, overnight; stronger effect = lower value; cells stimulated with P. aeruginosa culture filtrate;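 active = corrected activity change at or below -50% at 5 µM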
HIF-2a block – HIF-2a reporter inhibitors, primary screen, luminescence, 786-0 RCC cells; 786-0 RCC cells HIF-2a reporter, luciferase luminescence, overnight; inhibition, % at 18.8 µM; 0.72% of 360,000 active;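 active = inhibition of the luminescence signal of 40% or more relative to plate controls, in a single-dose primary screen at 18.75 µM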
NR2E3 ag-2 – inhibitors of NR2E3-RetCOR corepressor binding, primary screen, NR2E3 agonist project, biochemical, TR-FRET, GST-NR2E3, biotin-RetCOR | Photoreceptor-specific nuclear receptor (Homo sapiens), Q9Y5X4 | 1536-well | inhibition of corepressor binding, % at 4.78 µM | 0.12% of 320,000 active | AID 2300, 2010;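 active = percent inhibition above the cutoff of mean plus 3 SD of all tested compounds, set per screening campaign, cut at about 20% in these data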;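 note: 0% = DMSO wells and 100% = biotin wells as full block of FRET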
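Material: NR2E3–RetCOR corepressor complex / Incubation: Compound–protein incubation for 5 h at 4 °C / Dosing: compound at 4.8 µM, single dose / Detection: time-resolved FRET / Benchmarks: high control biotin, low control 0.6% DMSO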
Active calls of the source: *; . = not tested or not shown. Random draw from the library; about 3.3% have a hit in one of these screens.

Values run as follows: Shn3 3UTR inh | CaV13 ICDI inh | TRPM1 prom inh | PDI turbidity | NR2E3 ag-1 | CF NFkB block | Vif imaging | Peg3 prom inh | KKLEB cytotox | HIF-2a block | NR2E3 ag-2
> CCCCn1c(SCC(=O)Nc2cc(NC(=O)c3ccco3)ccc2C)nc2ccccc2c1=O
 : 67 | -5 | 6 | -4 | -12 | -4 | -19 | 32 | -8 | -1 | 2
> Cc1ccccc1OCC(=O)Nc1nc(C)c(C(=O)N(C)C)s1
 : -5 | -9 | -23 | -1 | -19 | -3 | -4 | -30 | 2 | -30 | 1
> COc1ccc(N(CC(=O)Nc2cc(Cl)ccc2OC)C2=NC3CS(=O)(=O)CC3S2)cc1 (configuration not stated)
 : -36 | -6 | . | . | 0 | 18 | . | 10 | -23 | 6 | 2
> O=C(Nc1ccccc1)c1nc[nH]c1C(=O)Nc1ccccc1F
 : -3 | -3 | . | -6 | 14 | 7 | . | 9 | -3 | -8 | .
> CCS(CC)=NS(=O)(=O)c1ccc(NC(C)=O)cc1
 : -8 | . | 10 | -5 | -7 | 16 | 10 | 25 | -4 | 9 | 1
> Cc1nn(C)c(C)c1NC(=O)c1cc2nc(-c3ccco3)cc(C(F)(F)F)n2n1
 : -17 | 3 | -8 | 3 | -4 | 8 | -2 | 4 | -10 | 17 | -3
> O=C(CN1C(=O)C2C3C=CC(C3)C2C1=O)Nc1ccc(S(=O)(=O)N2CCCCC2)cc1 (configuration not stated)
 : 22 | -4 | 12 | 2 | -11 | 3 | . | 16 | 4 | 25 | -3
> O=C(/C=C/c1ccccc1)Nc1ncn[nH]1
 : 18 | -8 | 24 | 0 | 42 | 44 | 59* | 47 | -23 | -15 | 2
> O=C(N[C@H](Cc1cc(=O)[nH]c2ccccc12)C(=O)O)c1ccc(Cl)cc1
 : 10 | -5 | 5 | 9 | 15 | -8 | 2 | 1 | 10 | 14 | .
> CCn1c(SCC(=O)n2c(C)c(C)c3ccccc32)nnc1-c1ccco1
 : 6 | -4 | 6 | -9 | 10 | 23 | -1 | 6 | -7 | 0 | -1

Reprinted from the part before: 3 entries, followed by the next part.
Values run as follows: Shn3 3UTR inh | CaV13 ICDI inh | TRPM1 prom inh | PDI turbidity | NR2E3 ag-1 | CF NFkB block | Vif imaging | Peg3 prom inh | KKLEB cytotox | HIF-2a block | NR2E3 ag-2
> O=C(/C=C/c1ccccc1)Nc1ncn[nH]1
 : 18 | -8 | 24 | 0 | 42 | 44 | 59* | 47 | -23 | -15 | 2
> O=C(N[C@H](Cc1cc(=O)[nH]c2ccccc12)C(=O)O)c1ccc(Cl)cc1
 : 10 | -5 | 5 | 9 | 15 | -8 | 2 | 1 | 10 | 14 | .
> CCn1c(SCC(=O)n2c(C)c(C)c3ccccc32)nnc1-c1ccco1
 : 6 | -4 | 6 | -9 | 10 | 23 | -1 | 6 | -7 | 0 | -1
> COc1ccc(C(=O)N2CCN(CCNC(=O)C(=O)Nc3ccc(F)cc3)CC2)cc1OC
 : -11 | -3 | -2 | -7 | 3 | 3 | 13 | -24 | 10 | -34 | -1
> CC(=O)c1cccc(S(=O)(=O)N2CCC(C(=O)NC3CCCC3)CC2)c1
 : -8 | -5 | -5 | 1 | 10 | 13 | . | -5 | -5 | 5 | .
> O=C(c1ccccc1)N1CCOC12CCN(c1ncc(C(F)(F)F)cc1Cl)CC2
 : 5 | -4 | 22 | 6 | -4 | 7 | -12 | 17 | 9 | 4 | 1
> O=[N+]([O-])c1ccc(N2CCN(S(=O)(=O)c3cnc[nH]3)CC2)cc1
 : 2 | -2 | -1 | -2 | -11 | 6 | 2 | -4 | -9 | 4 | 3
> CCCCNC(=O)c1ccc2c(c1)ncn2C1CCCCC1
 : -4 | -7 | -11 | -3 | -7 | -10 | -16 | -33 | -6 | -55 | 0
> CC(=O)C1=C(C)N(CC2CC2)C(=O)N[C@H]1c1ccc(Br)cc1
 : -15 | -11 | 9 | 4 | 7 | 9 | -3 | 1 | 7 | 9 | 0
> Cc1ccc(-c2nnc(SCC(=O)N3CC(C)CC(C)C3)o2)cc1C (configuration not stated)
 : 15 | -5 | -3 | . | -9 | 21 | -5 | -45 | -3 | -55 | -1
> Cc1ccnc(NC(=O)c2ccc(S(=O)(=O)N3CCCCC3)cc2)c1
 : -12 | -5 | -16 | -14 | -34 | -5 | -1 | -52 | -11 | -45 | -2
> O=C(Nc1ccc2c(c1)OCO2)c1ccc(CO)cc1
 : -85 | -6 | -37 | -1 | -71 | -5 | -3 | -200 | -6 | -205 | -1
> COc1ccc(Cl)cc1NC(=O)CN1CCCCCC1
 : -7 | 2 | -5 | 2 | -15 | 6 | -5 | 3 | -9 | 13 | 1
> Cc1ccccc1C(=O)Nc1ccc2c(c1)C(=O)NC2=O
 : -6 | -9 | . | -8 | -35 | 4 | 0 | 8 | -15 | -1 | 2
> COc1ccccc1C1CCN(Cc2ccc(C)cc2)CC1
 : 14 | -20 | 8 | -4 | -38 | 10 | -5 | 0 | -9 | 17 | 0
> Cc1cc(-c2nnc(SCC(=O)Nc3ccc(F)cc3F)n2N)n[nH]1
 : 18 | -15 | -2 | -2 | -6 | -6 | -5 | 3 | 1 | 0 | 2
> CC(=O)Nc1ccc(OCC(O)CN2C(C)CCCC2C)cc1 (configuration not stated)
 : -15 | -6 | -3 | 3 | 2 | 11 | 6 | 10 | 10 | 9 | -4
> Cc1ccc2cc(NC(=O)CC(CC(=O)O)c3ccccc3)ccc2n1 (configuration not stated)
 : -3 | -4 | 2 | -1 | -35 | 0 | 3 | 10 | 1 | 5 | 3
> CCNc1nc(C(=O)O)nc(N2CCOCC2)n1
 : 1 | -5 | 0 | 3 | 25 | 6 | 4 | 4 | 1 | 17 | 1
> COC(=O)COc1cccc2c(=O)n(CC(=O)N3CCC(C)CC3)ccc12
 : 22 | 1 | 6 | -5 | 2 | 4 | -11 | 3 | 1 | 11 | -3
> COc1ccc(N2CCN(C(=O)CCC(=O)N3CC(C)Oc4ccccc43)CC2)cc1 (configuration not stated)
 : 16 | -6 | -6 | . | -10 | -21 | 9 | 8 | -1 | 9 | 1
> CCCCCCSc1cc(-c2nc3cnccn3c2NCCCC)ccc1OC
 : 10 | . | -6 | -9 | -14 | -17 | 3 | 1 | 5 | 10 | .
> COC(=O)CCC(=O)OC1(C)C(=O)C=C2C=C(C3CC3)N(Cc3ccc(OC)cc3)C=C2C1=O (configuration not stated)
 : -42 | -12 | 4 | -5 | 22 | -14 | 3 | 7 | 6 | 22 | 2
> O=C(NCc1ccco1)c1cccc2c(-c3ccc(F)c(F)c3)coc12
 : -11 | -4 | . | -4 | -123 | -19 | 7 | -73 | 5 | -163 | .
> Cc1nn(C2CCS(=O)(=O)C2)c(Cl)c1/C=C/C(=O)OCC(=O)c1cc(C)n(-c2ccc(F)cc2)c1C (configuration not stated)
 : 66 | -19 | 17 | 1 | -29 | -26 | -15 | -2 | 10 | 1 | 2
> CC(=O)Nc1cc(-c2ccccc2N(C)C)cn2c(-c3ccc(F)c(Cl)c3)cnc12
 : -22 | -6 | . | -2 | -26 | -72 | -4 | 32 | -17 | 0 | .
> CC1=CSC2=NS(=O)(=O)CCN12
 : -4 | -2 | 8 | 8 | 3 | 5 | 14 | 1 | -4 | 11 | 2
> CCOc1ccc(/C=N/NC(=O)Cc2ccccc2)cc1CN1CC2CC(C1)c1cccc(=O)n1C2 (configuration not stated)
 : 0 | . | 11 | . | -19 | -17 | -1 | 6 | 3 | 7 | 2
> COc1ccc(C(C)=O)cc1CN1C(=O)NC2(CCCCCC2)C1=O
 : -10 | -4 | -1 | 0 | -1 | -23 | -5 | 9 | 7 | 20 | -4
> Cc1ccc(C(=O)O)cc1N1C(=O)c2cccc3c([N+](=O)[O-])ccc(c23)C1=O
 : 4 | -53 | 0 | 11 | -16 | -27 | 16 | 2 | 20 | 7 | 2
> COc1ccc(CNC(=O)Cn2cc(C)c(=O)[nH]c2=O)cc1
 : 13 | -10 | -1 | 8 | -16 | -8 | 0 | 5 | 9 | 7 | .
> CC(C)OCCCNC(=O)C1CCC(CNS(=O)(=O)c2cccc3nsnc23)CC1 (configuration not stated)
 : -18 | . | . | -1 | 5 | 13 | -1 | 15 | 12 | 3 | 0
> Cc1cc(N2CCN(S(=O)(=O)c3ccc(Cl)c(Cl)c3)CC2)c2ccccc2n1
 : 27 | -5 | -5 | 3 | 10 | 2 | 86* | 29 | -3 | 10 | 2
> Cc1cccc(N2C(=O)c3cccnc3C2=O)c1
 : 6 | -5 | 10 | 6 | -30 | -4 | 0 | 4 | 9 | 9 | 0
> Cc1ccc(Nc2nc3ccc(Cl)cc3n3cnnc23)cc1F
 : 18 | -19 | -25 | -1 | -7 | -24 | -2 | -13 | 16 | -38 | 0

Grouped by structure, the compounds so far with an aryl thioether with sulfur outside any ring.
Values run as follows: Shn3 3UTR inh | CaV13 ICDI inh | TRPM1 prom inh | PDI turbidity | NR2E3 ag-1 | CF NFkB block | Vif imaging | Peg3 prom inh | KKLEB cytotox | HIF-2a block | NR2E3 ag-2
> CCCCn1c(SCC(=O)Nc2cc(NC(=O)c3ccco3)ccc2C)nc2ccccc2c1=O
 : 67 | -5 | 6 | -4 | -12 | -4 | -19 | 32 | -8 | -1 | 2
> CCn1c(SCC(=O)n2c(C)c(C)c3ccccc32)nnc1-c1ccco1
 : 6 | -4 | 6 | -9 | 10 | 23 | -1 | 6 | -7 | 0 | -1
> Cc1ccc(-c2nnc(SCC(=O)N3CC(C)CC(C)C3)o2)cc1C (configuration not stated)
 : 15 | -5 | -3 | . | -9 | 21 | -5 | -45 | -3 | -55 | -1
> Cc1cc(-c2nnc(SCC(=O)Nc3ccc(F)cc3F)n2N)n[nH]1
 : 18 | -15 | -2 | -2 | -6 | -6 | -5 | 3 | 1 | 0 | 2
> CCCCCCSc1cc(-c2nc3cnccn3c2NCCCC)ccc1OC
 : 10 | . | -6 | -9 | -14 | -17 | 3 | 1 | 5 | 10 | .

Source: PubChem BioAssay (several laboratories)
